TIM10 inh = TIM10 yeast growth inhibition. S. cerevisiae TIM10 strain growth, BacTiter-Glo luminescence, 24 h. 330,000 tested, 1.4% active. AID 463195. inhibition, % at 10 µM;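 active means inhibition of 40% or more at the single tested concentration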;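 further: wild-type TIM10 isogenic control strain grown at permissive 25 °C; 0% = DMSO yeast wells and 100% = minimal medium wells without yeast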
tim10-1 inh = growth inhibitors of tim10-1 mutant yeast; inhibition, % at 20 µM; S. cerevisiae tim10-1 ts strain growth, BacTiter-Glo, 24 h; 330,000 tested, 2.2% active; AID 463190;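 active means inhibition of at least 40%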;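 further: mutant grown at 25 °C; 0% = DMSO wells with yeast and 100% = wells holding no yeast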
mIAP block = blocks mouse intestinal alkaline phosphatase; purified mouse IAP, CDP-Star luminescence, 30 min; inhibition, % at 10 µM; 330,000 tested, 0.2% active; AID 2806;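 active means inhibition of at least 40% at 10 µM in the primary screen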;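 further: plate controls were DMSO with enzyme for no effect and no enzyme wells for full effect; values of inactives mirror those of a sister screen read the other way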
APOBEC3G inh = blocks human APOBEC3G single-stranded DNA deamination | recombinant A3G, ssDNA deamination FAM/TAMRA fluorescence | inhibition, % at 20 µM | 330,000 tested, 0.28% active | AID 493012;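 active means inhibition of at least 40% at 20 µM, with no more than 30% in the related APOBEC3A deaminase screen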;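 further: plate controls were DMSO wells with A3G for no effect and wells lacking A3G enzyme for full effect; some compounds called inactive have numbers as strong as hits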
APOBEC3A inh = inhibitors of human APOBEC3A DNA deaminase; 330,000 tested, 0.41% active; recombinant A3A, FAM/TAMRA ssDNA deamination fluorescence; P31941; inhibition, % at 20 µM;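 active means at least 40% inhibition at 20 µM here, with at most 30% in a related deaminase screen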;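 further: plate controls were A3A with DMSO for no effect and wells lacking A3A enzyme for full effect; some results filed as inactive read as strong as hits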
mIAP act = mouse IAP activation | muIAP, CDP-Star luminescence, 30 min; stronger effect = higher value; 1 = vehicle-only enzyme signal, 0 = enzyme-free wells | activation factor at 10 µM | 330,000 tested, 0.24% active;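 active means activation factor of at least 2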; further: the source names both 10 and 20 µM as test concentration; values of inactives mirror those of a sister screen read the other way
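Assay system: mouse IAP enzyme / Compound: DMSO-dissolved test compounds / Timing: 30 min, room temperature / Measured by: luminescence from enzymatic CDP-Star hydrolysis / Control set: DMSO-only wells, enzyme-free buffer wells as negative control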
beta cell repl = inducers of beta-cell replication in MIN6 cells | MIN6 cells proliferation, ATPlite luminescence, 48 h; cells starved in 0.2% serum; 100% = growth in 10% serum | proliferation, % at 10 µM | 330,000 tested, 0.29% active;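 active means compounds whose signal lies at least 3.5 SD above the mean of all wells on their plate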;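 further: 0% = DMSO-treated cells in low-serum medium and 100% = 10% serum control; some compounds called inactive have numbers as strong as hits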
hIAP block = human IAP inhibition; P09923; purified IAP, CDP-Star luminescence, 30 min; inhibition, % at 10 µM; 330,000 tested, 0.12% active; AID 2544;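 active means inhibition reaching a set limit with compound at 10 µM in the primary screen, cut at about 35% in these data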;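 further: plate controls were DMSO wells with enzyme for no effect and no-enzyme buffer wells for full effect; values of inactives mirror those of a sister screen read the other way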
NLRP3 yeast inh = inhibitors of NALP3 inflammasome in yeast. Yeast reconstituted NLRP3/ASC/caspase-1, beta-gal luminescence, 24 h. inhibition, % at 10 µM. 330,000 tested, 0.39% active;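 active means inhibition of 50% or more; inactive means inhibition below 50%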;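 further: plate controls were induced DMSO wells for no effect and uninduced yeast grown without galactose for full effect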
An asterisk follows results filed as active. Rows are unselected; 4.6% or so of the library scored in one or more.

smiles	TIM10 inh	tim10-1 inh	mIAP block	APOBEC3G inh	APOBEC3A inh	mIAP act	beta cell repl	hIAP block	NLRP3 yeast inh
O=C(NCc1ccncc1)Nc1cccc(Cl)c1	-5	8	-7	-3	-3	1.1	-1	8	5
CCOC(=O)C1=C(COC(=O)CCOc2cccc(C)c2)NC(=O)NC1C (stereo not drawn)	-5	2	2	-16	-4	0.98	1	6	11
COc1cc(/C=N/NC(N)=S)cc(Br)c1OCc1ccccc1F	24	13	10	-6	-1	0.9	-6	16	25
COc1cccc(C(=O)Nc2cc3c(cc2N2CCCC2)n(C)c(=O)n3C)c1	6	-6	-1	-6	-2	1	5	-12	12
N#Cc1ccc(CN2C(=O)NC3(CCCCCC3)C2=O)cc1	-2	19	-16	5	2	1.2	8	-3	10
CC(C)C(NC(=O)OCc1ccccc1)C(=O)OCC(=O)N1CCCCC1 (stereo not drawn)	-4	8	-1	-6	2	1	-2	-17	21
COc1cccc(NC(=O)c2cc(-c3ccccn3)nc3ccccc23)c1	22	34	18	-4	-2	0.82	-2	4	19
Cc1cc(C(=O)CN2C(=O)c3ccccc3C2=O)c(C)n1Cc1cccs1	9	9	14	-5	0	0.86	-6	17	3
COc1ccc2oc(C(=O)N(C)Cc3ccc4c(c3)OCCO4)c(C)c2c1	32	36	5	-2	0	0.95	-4	14	30
Cc1cc(C)cc(N(CCC#N)C(=O)CSc2nc3nc(C)cc(C)n3n2)c1	-9	11	5	-8	-3	0.95	-3	-10	7
CC(C)(C)OC(=O)NCc1nc(N)n[nH]1	-7	-15	1	-11	-4	0.99	-2	15	8
O=[N+]([O-])c1ccccc1S(=O)(=O)Nc1cccnc1	-4	-17	-3	-5	-5	1	2	-8	24
Cc1cc(-c2n[nH]c(=S)n2/N=C/C(Cl)=C/c2ccccc2)n[nH]1	54*	51*	18	25	-3	0.82	-3	-41	32
CCOC(=O)C1CCN(S(=O)(=O)c2c(C)[nH]c(C)c2C(=O)N2CCCCC2)CC1	15	-3	8	0	-2	0.92	1	-10	2
C[C@@H]1CN(Cc2nc(Cc3ccccc3F)no2)C[C@H](C)O1	-18	8	-6	-7	-3	1.1	1	0	-6
O=C(Nc1ccc(NC(=O)c2ccco2)nc1)c1ccco1	7	-5	3	-2	1	0.97	-5	-5	8
COC(=O)c1ccccc1NC(=O)c1ccc(NC(=O)C2CCCO2)cc1 (stereo not drawn)	11	38	0	-6	-3	1	-3	-15	5
COc1ccc(CCNc2nc(-c3sc(N)nc3C)cs2)cc1OC	8	19	24	-7	-3	0.76	1	-14	16
CC(C)Oc1ccccc1/C=N/Nc1ccccc1[N+](=O)[O-]	28	19	18	-1	0	0.82	-7	12	18
CC(=O)c1cnc(SCCN2C(=O)c3ccccc3C2=O)nc1C	-8	1	-1	0	1	1	-3	10	5
O=S(=O)(NC1CCCCC1)c1cccs1	13	0	2	-11	-6	0.98	-5	8	7
Cc1ccc(NC2=NC3(CCCC3)N=C(N)N2)c(C)c1	-10	16	-3	-2	3	1	-1	-7	-7
Cc1ccc(NC(=O)C2CCN(S(=O)(=O)c3ccc4[nH]c(=O)ccc4c3)CC2)c(C)c1	-7	-3	13	3	3	0.87	-4	-9	16
CC(C)(C)c1ccc(C(=O)NCC(=O)NCC(C)(C)N2CCOCC2)cc1	14	11	8	4	0	0.92	-3	-5	17
N#CCCN1CCN(C(=S)c2ccc(-c3cc(Cl)ccc3Cl)o2)CC1	34	28	19	-4	-3	0.81	1	8	-25
Cc1ccc(N(C(=O)CNC(=O)c2ccco2)C(C(=O)NC2CCCCC2)c2cccnc2)cc1 (stereo not drawn)	13	10	3	-8	-4	0.97	-1	8	5
COC(=O)CC1C(=O)NCCN1C(=S)Nc1cccc(C)c1 (stereo not drawn)	-6	2	11	-1	1	0.89	3	-2	5
COc1cccc(/C=N/NC(=O)CSCC(=O)Nc2ccccc2)c1O	8	23	-4	1	5	1	-5	-78	13
CN1C(=O)CSC1=Nc1cccc(C(=O)O)c1	8	-8	2	-4	-3	0.98	-2	0	18
O=C(CSc1nc(C2CC2)nc2ccccc12)N1c2ccccc2Sc2ccc(C(F)(F)F)cc21	5	40	3	-9	0	0.97	-5	-35	12
CCOC(=O)c1ccc(NC(=O)c2ccc[n+]([O-])c2)cc1	-1	1	10	-1	0	0.9	-1	20	14
O=S(=O)(c1cccs1)N1CCC2(CC1)OCCN2S(=O)(=O)c1ccccc1	5	20	-1	-2	0	1	3	17	15
O=C(CN(CCc1ccccc1)C(=O)CNS(=O)(=O)c1ccc(F)cc1)NCc1ccco1	1	-6	-7	-4	-3	1.1	2	9	13
COC(=O)c1ccccc1Sc1ncnc2onc(C)c12	12	17	-7	-1	2	1.1	-6	-4	-6
CC(Sc1nnc(-c2cccs2)n1C1CC1)C(=O)NCC1CCCO1 (stereo not drawn)	0	-8	13	-3	3	0.87	2	-4	1
CCN(CC)C(=O)Sc1cccc2cccnc12	-7	-16	-1	-9	-1	1	1	2	8
CC1CCN(c2ccc3c(c2)S(=O)(=O)c2cccc(C(=O)NCc4cccc(F)c4)c2C3=O)CC1	-4	1	18	-14	-5	0.82	-4	-2	20
Cc1ccc(S(=O)(=O)N(C)c2ccc(C(=O)N3CCc4ccccc4C3)cc2)cc1	0	14	-8	-9	0	1.1	-4	-13	17
CC1CCN(CC(O)COC2CCC(C(C)(C)C)CC2)CC1 (stereo not drawn)	-52	5	4	0	1	0.96	-2	9	23
O=C(NCC1CCCO1)c1ccc(NC(=O)C2CCCCC2C(=O)O)cc1 (stereo not drawn)	-5	-17	-8	-5	-1	1.1	-3	-42	15
C/C=C/c1ccc(OCCCCOc2ccccc2F)c(OC)c1	11	2	-1	-6	-1	1	0	-1	7
Cc1ccc(NC(=O)CSCC(=O)N(CCC(C)C)c2c(N)n(Cc3ccccc3)c(=O)[nH]c2=O)cc1	-1	-22	-2	-8	1	1	-2	-8	29
CCn1c(SC(C)C(=O)Nc2ccc(N3CCOCC3)cc2)nnc1C1CC1 (stereo not drawn)	5	-8	-19	-3	4	1.2	-2	2	-14
FC(F)(F)c1cnc(Oc2ccccc2-c2nnc(-c3ccc(Cl)cc3)o2)c(Cl)c1	92*	18	14	-4	-3	0.86	-6	-6	7
COc1cc(CNC(C)(C)C)ccc1OCC(=O)NC(C)(C)C	0	9	-4	-6	-5	1	-1	-15	4
O=C(Cc1ccccc1)N/N=C/c1cccc([N+](=O)[O-])c1	6	16	-1	-3	0	1	0	14	4
COc1ccc(C(=O)CCc2nc3ccccc3s2)cc1	3	11	-1	-4	-3	1	0	7	29
O=C(O)C1CCCCC1C(=O)NCc1ccncc1 (stereo not drawn)	-15	0	-3	-4	2	1	0	7	22
CCc1ccccc1NC(=O)Cn1nnc(-c2cccs2)n1	-7	-8	-4	-7	-4	1	-2	17	25
Cc1ccccc1C(=O)NC1CCSC1=O (stereo not drawn)	-12	11	-12	-2	-4	1.1	3	-7	-6
CC(C)c1cccc(C(C)C)c1NC(=O)CCl	31	27	-8	-2	7	1.1	-1	16	10
O=C(CCc1nc2ccccc2c(=O)[nH]1)OCC(=O)c1ccc(C2CCCCC2)cc1	6	9	-4	-6	-5	1	1	-10	4
CC1=C/C(=C(/c2cc(C)c(O)c(Br)c2)c2ccccc2S(=O)(=O)O)C=C(Br)C1=O	38	54*	9	8	8	0.91	-4	21	23
N#Cc1c(NC(NC(=O)c2ccco2)C(=O)c2ccccc2)sc2c1CCCC2 (stereo not drawn)	13	13	4	13	1	0.96	-4	-96	18
CCCn1c(=O)c2c(c3ccccc31)OCC(=O)N2	5	10	-2	0	13	1	0	2	16
CC(=O)Nc1ccc(NS(=O)(=O)c2ccccc2)c2ccccc12	-11	18	-12	3	2	1.1	1	-2	28
Cn1nc(C(F)(F)F)c(/C=N/OC(=O)c2ccccc2)c1Sc1ccc(Cl)cc1	-9	6	-3	-5	6	1	-5	-9	10
CCOC(=O)C1=C(C)n2c(s/c(=C3\C(=O)Nc4ccccc43)c2=O)=NC1c1ccc(OC)cc1 (stereo not drawn)	15	16	17	-1	2	0.83	-3	5	8
COc1ccc(N2CCN(C(=O)CCNS(=O)(=O)c3ccc4c(c3)CCC(=O)N4)CC2)cc1	0	9	8	1	5	0.92	0	-15	-1
C=CCn1c(SCC(=O)Nc2ccc(C)cc2C)nnc1-c1cccnc1	-17	-14	7	-4	1	0.93	2	16	-1

Some values from the list.
For APOBEC3A inh, O=C(Cc1ccccc1)N/N=C/c1cccc([N+](=O)[O-])c1 has the entry 0
For NLRP3 yeast inh, CC1=C/C(=C(/c2cc(C)c(O)c(Br)c2)c2ccccc2S(=O)(=O)O)C=C(Br)C1=O has the entry 23

The main list resumes with the two entries that preceded the break.
smiles	TIM10 inh	tim10-1 inh	mIAP block	APOBEC3G inh	APOBEC3A inh	mIAP act	beta cell repl	hIAP block	NLRP3 yeast inh
COc1ccc(N2CCN(C(=O)CCNS(=O)(=O)c3ccc4c(c3)CCC(=O)N4)CC2)cc1	0	9	8	1	5	0.92	0	-15	-1
C=CCn1c(SCC(=O)Nc2ccc(C)cc2C)nnc1-c1cccnc1	-17	-14	7	-4	1	0.93	2	16	-1
COCCCN(C(=S)Nc1cc(Cl)cc(Cl)c1)C(C)c1ccncc1 (stereo not drawn)	23	17	-11	-8	-4	1.1	-2	0	-1
Cc1cccc(C)c1NC(=O)NC1(C(=O)N2CCOCC2)CCCCC1	-6	10	1	-5	1	0.99	-2	-10	14
CCn1c(C(=O)N2CCCC(C(=O)NCCc3ccc(C)cc3)C2)cc2sccc21 (stereo not drawn)	13	3	-25	4	3	1.3	-3	8	2
COc1ccc(CCNC(=O)COc2cc(=O)n(C)c3ccccc23)cc1OC	5	13	7	-3	-3	0.93	0	17	13
O=C(Nc1cc(-c2ccccc2)cs1)c1ccco1	26	12	2	3	-1	0.98	-4	6	47
NS(=O)(=O)c1cc(C(=O)OCC(=O)c2ccccc2)c(Cl)cc1Cl	-6	1	-5	-5	0	1.1	-1	-8	5
Cc1cc(C)c(C#N)c(SCC(=O)Nc2ccc3c(c2)OCO3)n1	-5	12	5	-4	0	0.95	0	4	16
COCC(=O)NC1CCN(S(=O)(=O)c2ccc(C(=O)O)cc2)CC1	-8	11	8	-2	3	0.92	-2	12	-9
COc1ccc(C(C)N2CC34C=CC(O3)C(C(=O)O)C4C2=O)cc1 (stereo not drawn)	-12	18	-5	-1	0	1	-2	6	10
COC(=O)c1ccc(COc2ccccc2/C=C(\C#N)C(=O)NC(C)C)cc1	26	39	10	-4	-2	0.9	0	-5	10
O=C(NC1=NCCS1)c1cccc(N2C(=O)c3ccccc3C2=O)c1	2	-16	-12	-3	3	1.1	-3	-27	10
CC(=O)N1c2ccc(S(=O)(=O)NCC3CCC(C(=O)N4CCC(C)CC4)CC3)cc2CC1C (stereo not drawn)	2	8	4	-2	-4	0.96	-2	-2	5
CN1CCN(S(=O)(=O)c2ccc(Br)c3ccccc23)CC1	-6	10	-3	-6	-9	1	-1	10	20
O=C(O)CCCSc1nccn1-c1ccccc1	17	-9	4	-7	-2	0.96	-1	9	1
Cc1ccc(CN2CCN(Cc3cccc(OCCO)c3)CC2CCO)o1 (stereo not drawn)	16	7	0	-4	-3	1	-2	11	-6
